Screening data (PubChem BioAssay)
mIAP activ – activators of mouse IAP, primary screen, biochemical, luminescence, uHTS. intestinal alkaline phosphatase [Mus musculus]. muIAP, CDP-Star luminescence, 30 min; stronger effect = higher value; 1 = vehicle-only enzyme signal, 0 = enzyme-free wells. activation factor at 10 µM. actives 0.24% (n = 330,000). AID 2805, 2010;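 active = activation factor of at least 2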; also: the source names both 10 and 20 µM as test concentration; values of inactives mirror those of a sister screen read the other way
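also added = chemiluminescent substrate CDP-Star | test system = mouse IAP enzyme | signal = chemiluminescence readout | compound = DMSO-dissolved test compounds | incubation = 30 min at room temperature | benchmarks = DMSO wells, no-enzyme wells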
ATG4B inhibitor – ATG4B protease inhibitors, primary screen, biochemical, fluorescence, uHTS. actives 0.51% (n = 340,000). inhibition, % at 8.33 µM. Cysteine protease ATG4B (Homo sapiens), Q9Y4P1. ATG4B cleavage of LC3-PLA2, NBD-HPC fluorescence, 1 h; in the data active = inhibition above about 40%
NALP3 yeast inh – NALP3 inflammasome inhibitors in reconstituted yeast, primary screen, luminescence, uHTS. Yeast reconstituted NLRP3/ASC/caspase-1, beta-gal luminescence, 24 h. inhibition, % at 10 µM. actives 0.39% (n = 330,000);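 active = inhibition of 50% or more; inactive = inhibition below 50%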;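 also: plate controls were induced DMSO wells for no effect and uninduced yeast grown without galactose for full effect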
tim10-1 inh – growth inhibitors of tim10-1 mutant yeast, primary screen, luminescence, uHTS | actives 2.2% (n = 330,000) | S. cerevisiae tim10-1 ts strain growth, BacTiter-Glo, 24 h | inhibition, % at 20 µM;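 active = inhibition of at least 40%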;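 also: mutant grown at 25 °C; 0% = DMSO wells with yeast and 100% = wells holding no yeast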
Apaf1 inhib – inhibitors of human Apaf-1 apoptosome, primary screen, biochemical, DEVD-Rh110 fluorescence, uHTS | reconstituted apoptosome caspase-3 activity | inhibition, % at 20 µM | actives 0.71% (n = 330,000); active = inhibition of at least 40% at 20 µM;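 also: plate controls were DMSO wells for no effect and DEVD-CHO caspase inhibitor wells for full effect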
Target sequence (O14727 whole entry, looked up): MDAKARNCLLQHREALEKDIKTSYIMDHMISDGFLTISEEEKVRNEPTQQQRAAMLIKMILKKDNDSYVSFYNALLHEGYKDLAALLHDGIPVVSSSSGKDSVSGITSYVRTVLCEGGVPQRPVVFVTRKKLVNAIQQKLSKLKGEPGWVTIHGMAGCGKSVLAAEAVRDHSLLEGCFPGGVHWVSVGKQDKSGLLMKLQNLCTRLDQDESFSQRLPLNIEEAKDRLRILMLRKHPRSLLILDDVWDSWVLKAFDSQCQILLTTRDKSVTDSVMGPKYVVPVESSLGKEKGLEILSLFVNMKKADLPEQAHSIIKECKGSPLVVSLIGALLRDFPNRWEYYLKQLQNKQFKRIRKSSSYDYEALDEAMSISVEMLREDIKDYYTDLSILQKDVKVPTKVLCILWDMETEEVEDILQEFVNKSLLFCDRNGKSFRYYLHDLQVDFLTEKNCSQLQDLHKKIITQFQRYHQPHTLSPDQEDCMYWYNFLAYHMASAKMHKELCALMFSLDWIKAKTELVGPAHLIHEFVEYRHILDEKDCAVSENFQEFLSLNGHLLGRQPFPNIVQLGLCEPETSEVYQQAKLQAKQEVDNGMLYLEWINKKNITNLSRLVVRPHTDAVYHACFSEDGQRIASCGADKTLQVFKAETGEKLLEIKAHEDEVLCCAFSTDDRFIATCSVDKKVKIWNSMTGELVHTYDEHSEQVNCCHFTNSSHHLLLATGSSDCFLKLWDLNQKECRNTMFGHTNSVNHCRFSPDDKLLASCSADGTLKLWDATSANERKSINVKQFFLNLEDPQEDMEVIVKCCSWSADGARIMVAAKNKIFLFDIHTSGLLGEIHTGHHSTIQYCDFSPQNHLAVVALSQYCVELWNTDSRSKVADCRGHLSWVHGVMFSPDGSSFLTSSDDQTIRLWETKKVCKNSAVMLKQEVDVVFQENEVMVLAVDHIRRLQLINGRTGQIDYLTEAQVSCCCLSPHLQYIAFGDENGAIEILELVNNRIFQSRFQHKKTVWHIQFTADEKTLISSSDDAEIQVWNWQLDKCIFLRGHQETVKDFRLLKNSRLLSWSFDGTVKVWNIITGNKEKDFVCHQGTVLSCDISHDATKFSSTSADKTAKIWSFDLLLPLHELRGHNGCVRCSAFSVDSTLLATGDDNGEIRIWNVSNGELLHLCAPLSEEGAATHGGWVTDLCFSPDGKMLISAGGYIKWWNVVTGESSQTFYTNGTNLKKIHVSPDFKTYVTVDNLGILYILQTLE
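Material: cell-free apoptosome with Apaf-1, procaspase-3 and caspase-9; Buffer or medium: Hepes pH 7.5 with detergent and BSA; Reagent: cytochrome c trigger plus (Z-DEVD)2-Rh110 caspase-3 substrate; Times: compound with Apaf-1, dATP, procaspase-3 30 min, then 50 min reaction, room temperature; Technique: Rh110 fluorescence intensity.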
hIAP inh – human IAP inhibitors, primary screen, biochemical, luminescence, uHTS; Intestinal-type alkaline phosphatase (Homo sapiens), P09923; purified IAP, CDP-Star luminescence, 30 min; inhibition, % at 10 µM; actives 0.12% (n = 330,000);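 active = inhibition reaching a set limit with compound at 10 µM in the primary screen, cut at about 35% in these data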;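 also: plate controls were DMSO wells with enzyme for no effect and no-enzyme buffer wells for full effect; values of inactives mirror those of a sister screen read the other way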
hIAP activ – human IAP activators, primary screen, biochemical, luminescence, uHTS; purified human IAP, CDP-Star luminescence, 30 min; stronger effect = higher value; 1 = vehicle-only enzyme, 0 = enzyme-free background; activation factor at 10 µM; actives 0.16% (n = 330,000); AID 2524, 2010;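 active = activation factor of the enzyme at least 2-fold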; also: the source names both 10 and 20 µM as test concentration; values of inactives mirror those of a sister screen read the other way
TIM10 inh – growth inhibitors of isogenic TIM10 control yeast, primary screen, counter-screen for tim10-1 yeast inhibitor project, luminescence, uHTS; actives 1.4% (n = 330,000); S. cerevisiae TIM10 strain growth, BacTiter-Glo luminescence, 24 h; AID 463195, 2010; inhibition, % at 10 µM;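 active = inhibition of 40% or more at the single tested concentration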;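 also: wild-type TIM10 isogenic control strain grown at permissive 25 °C; 0% = DMSO yeast wells and 100% = minimal medium wells without yeast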
mIAP block – inhibitors of mouse IAP, primary screen, biochemical, luminescence, uHTS; actives 0.2% (n = 330,000); inhibition, % at 10 µM; purified mouse IAP, CDP-Star luminescence, 30 min; intestinal alkaline phosphatase [Mus musculus];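 active = inhibition of at least 40% at 10 µM in the primary screen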;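 also: plate controls were DMSO with enzyme for no effect and no enzyme wells for full effect; values of inactives mirror those of a sister screen read the other way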
The depositor's hits bear a star.

Value order – mIAP activ	ATG4B inhibitor	NALP3 yeast inh	tim10-1 inh	Apaf1 inhib	hIAP inh	hIAP activ	TIM10 inh	mIAP block
1	CC1(C)CC(=O)c2c(noc2-c2ccccc2)C1
 : 0.988	0.4	10.3	0.3	4.8	-1.7	1.02	-16.0	1.2
2	Cc1ccc(NC(=O)c2cc(N3C(=O)C4CC=CCC4C3=O)ccc2N2CCCCC2)cc1 (centres undefined)
 : 0.975	-13.5	20.8	26.9	17.3	6.5	0.935	33.4	2.5
3	Cc1nc(-c2ccc(NS(C)(=O)=O)cc2)cs1
 : 0.885	-2.9	11.8	15.5	0.1	1.2	0.988	8.8	11.5
4	O=C(Cc1ccc(F)cc1)OCC(=O)N1CCN(S(=O)(=O)c2ccc(Cl)cc2)CC1
 : 0.936	-2.1	11.8	34.3	5.6	-10.3	1.1	14.2	6.4
5	CC1Nc2ccc(C(=O)NC3CCCCC3)cc2NC1=O (centres undefined)
 : 0.99	-3.3	25.7	-3.9	2.8	1.6	0.984	7.9	1.0
6	NC(=O)CC(NC(=O)Cc1cccc2ccccc12)c1ccc(NC2CCCCCCC2)c([N+](=O)[O-])c1 (centres undefined)
 : 0.902	-0.4	12.1	-4.7	19.6	6.1	0.939	-0.2	9.8
7	CCCCN(C)CCCNC(=O)CN1N=C(c2ccc(Cl)cc2)CCC1=O
 : 1.04	-3.1	-0.2	3.2	1.9	-6.3	1.06	-12.3	-3.7
8	CCOc1ccccc1Nc1nnc(SCC(=O)N2CCCC2)s1
 : 1.01	-5.7	12.2	19.3	4.2	6.5	0.935	20.2	-0.8
9	c1ccc(N2CCOCCOCCOCCOCC2)cc1
 : 1.02	3.6	20.8	9.3	-3.1	4.0	0.96	-8.0	-2.5
10	CCOc1ccccc1N(C(=O)CNC(=O)c1ccco1)C(C(=O)NC(C)(C)C)c1ccncc1 (centres undefined)
 : 0.977	-9.7	-1.1	4.9	4.2	10.5	0.895	-0.9	2.3
11	CCOC(=O)c1cc2c(ccn2C)n1CC(=O)N(C)C
 : 1.07	-5.1	-0.1	3.9	11.3	-8.5	1.08	-11.4	-7.2
12	O=C(N[C@@H]1CCC(=O)N(CC[C@H](Sc2ccc(Br)cc2)c2ccccc2)CC1)OCc1ccccc1
 : 1.11	2.3	2.2	-1.8	15.9	-10.0	1.1	1.1	-10.6
13	CCOC(=O)CN1C(=O)C(O)=C(C(C)=O)C1c1ccc(F)cc1 (centres undefined)
 : 1.05	1.5	14.4	7.3	4.0	20.6	0.794	2.0	-5.3
14	Cn1c(=O)c2c(nc(N3CCCCC3)n2CCCNC2=NCCCC2)n(C)c1=O
 : 0.984	-2.0	19.6	5.4	1.8	17.1	0.829	-0.1	1.6
15	Cn1c(CSCc2ccccc2Cl)n[nH]c1=S
 : 0.945	1.0	12.7	24.8	-11.1	6.4	0.936	16.8	5.5
16	O=C(Nc1csc([N+](=O)[O-])c1)Nc1c(Cl)cccc1Cl
 : 0.746	4.6	2.9	14.0	-1.1	-5.5	1.05	9.9	25.4
17	Cc1ccc(S(=O)(=O)NNC(=O)c2csnn2)cc1
 : 1.12	-10.4	10.8	16.2	4.8	3.0	0.97	-2.9	-12.1
18	CN(C)CCn1c(COc2ccccc2)nc2ccccc21
 : 1.01	-10.6	15.0	-5.4	-26.3	-20.0	1.2	10.9	-1.3
19	O=C1/C(=C\c2ccc(Br)o2)SC(=Nc2ccccc2)N1c1ccccc1
 : 0.875	-6.2	16.7	20.9	6.0	-0.4	1	17.7	12.5
20	CCN1CCCC1CNC(=O)c1cc(S(N)(=O)=O)ccc1OC (centres undefined)
 : 0.937	-8.5	13.5	-7.5	-11.7	14.6	0.854	-4.3	6.3

Results in Apaf1 inhib, mIAP block and tim10-1 inh (2 entries from above):
No.	compound	Apaf1 inhib	mIAP block	tim10-1 inh
17	Cc1ccc(S(=O)(=O)NNC(=O)c2csnn2)cc1	4.8	-12.1	16.2
5	CC1Nc2ccc(C(=O)NC3CCCCC3)cc2NC1=O (centres undefined)	2.8	1.0	-3.9

Next section.
Value order – mIAP activ	ATG4B inhibitor	NALP3 yeast inh	tim10-1 inh	Apaf1 inhib	hIAP inh	hIAP activ	TIM10 inh	mIAP block
21	CCCn1c(SCC(=O)Nc2cccc(S(=O)(=O)N(C)C)c2)nc2ccccc2c1=O
 : 1.14	-17.4	-8.5	8.4	-0.3	-10.1	1.1	7.0	-14.3
22	CCC(C)SCc1nc2ccccc2[nH]1 (centres undefined)
 : 0.896	-9.8	25.3	-3.6	-9.5	-1.5	1.01	3.7	10.4
23	C=C(C)Cn1c(Sc2nnc(C)s2)nc2c1c(=O)[nH]c(=O)n2C
 : 0.977	-10.3	2.8	0.8	-8.6	-1.3	1.01	5.1	2.3
24	CC(C)c1ccc(N=C(N)N=C(N)N)cc1
 : 1.17	-1.1	8.7	9.1	-11.7	-0.2	1	9.4	-17.3
25	CCOc1ccc(OCCC(=O)OCC(=O)NNC(=O)c2ccccc2)cc1
 : 0.887	0.2	4.0	20.4	9.6	-27.1	1.27	0.4	11.3
26	COc1ccc(-c2cc(C(F)(F)F)nc(SCC(=O)Nc3cc(C)on3)n2)cc1OC
 : 0.992	3.7	2.1	12.0	2.9	-10.7	1.11	-0.6	0.8
27	CCOC(=O)NC(C)N1C(=O)C2C3C=CC(C3)C2C1=O (centres undefined)
 : 1.17	7.5	14.7	1.5	-12.4	14.1	0.859	7.7	-16.9
28	Cc1ccc(NC(=O)COC(=O)CCC(=O)c2cccs2)c(Br)c1
 : 0.909	-3.0	0.9	18.4	-3.2	10.2	0.898	3.6	9.1
29	CC1CCN(S(=O)(=O)c2ccc(NC(=O)CCNC(=O)c3ccc(Cl)cc3)cc2)CC1
 : 1.02	-11.8	13.6	-12.2	-6.0	0.4	0.996	-11.1	-1.8
30	O=C(CN1CCCC1)Nc1cc(C(F)(F)F)cc(C(F)(F)F)c1
 : 1.02	3.6	15.3	-16.2	-24.0	11.1	0.889	2.9	-2.0
31	O=C(COC(=O)Cc1ccc(S(=O)(=O)N2CCOCC2)s1)Nc1ccccc1
 : 1	-0.1	7.0	10.9	-11.0	-7.6	1.08	-4.0	-0.4
32	CC(=O)OCC(=O)Nc1ccc(C(C)=O)cc1
 : 1.09	5.0	3.1	7.3	7.5	0.8	0.992	3.4	-9.5
33	COC(=O)c1c(C(=O)OC)c(-c2ccc(F)cc2)n2c1CS(=O)(=O)C2
 : 0.928	0.3	21.4	-0.3	7.8	-0.7	1.01	-12.3	7.2
34	CCCCn1c(N)c(N(CCOC)C(=O)c2ccc(N3C(=O)CCC3=O)cc2)c(=O)[nH]c1=O
 : 0.952	-11.7	12.3	8.7	-1.9	8.7	0.913	3.3	4.8
35	O=C1CSC(=S)N1/N=C/c1ccc(C(F)(F)F)cc1
 : 0.758	-2.0	12.3	19.9	3.2	-0.7	1.01	14.2	24.2
36	COCCN(C(=O)COC(=O)c1ccc2[nH]c(C)c(C)c2c1)c1c(N)n(Cc2ccccc2)c(=O)[nH]c1=O
 : 1.06	-25.0	5.4	-3.8	2.9	-8.4	1.08	3.6	-6.4
37	CCN(CC)CCCNC(=O)c1ccc2c3n(nc2c1)-c1ccc(Cl)cc1CO3
 : 0.891	-14.1	9.5	5.0	11.2	15.0	0.85	8.5	10.9
38	CC(=O)c1cccc(NC(=O)CNC(=O)Cc2ccccc2)c1
 : 1.14	-4.6	10.8	6.2	-3.0	-4.8	1.05	-2.5	-14.0
39	O=C(COC(=O)CCc1nc2ccccc2c(=O)[nH]1)Nc1ccc(Cl)cn1
 : 0.937	-4.4	13.1	-17.2	-2.1	-5.5	1.05	8.3	6.3
40	Cc1ccc(C(=O)N/N=C/c2ccc(S(=O)(=O)O)o2)c(Cl)c1
 : 1.05	-6.4	2.9	1.3	-9.5	1.1	0.99	-19.9	-5.0
41	CC(C)c1cc(C(=O)Nc2cccc(Cl)c2)no1
 : 0.922	14.1	42.8	19.9	-7.0	15.3	0.847	19.1	7.8
42	COc1ccc(C(=O)NCC(=O)OCC(=O)c2ccc(Cl)cc2)cc1OC
 : 0.933	-4.2	-6.3	4.6	-5.3	5.5	0.945	2.3	6.7
43	CN1CCC(OC(=O)c2ccccc2)CC1
 : 1.12	-6.0	21.6	9.4	-0.4	-1.8	1.02	4.7	-11.6
44	Cc1ccc(NC(=O)CSCC(=O)O)c(C)c1
 : 1.01	-2.6	22.0	14.3	0.4	-1.8	1.02	-13.5	-1.2
45	O=C(C1COc2ccccc2O1)N1CCCC1 (centres undefined)
 : 0.988	-2.7	12.5	1.4	-3.8	14.6	0.854	-16.5	1.2
46	FC(F)(F)c1ccccc1-n1c(-c2cnccn2)n[nH]c1=S
 : 0.992	-4.0	-4.3	5.7	-21.2	5.2	0.948	13.7	0.8
47	CCOc1ccc(S(=O)(=O)NCC2CCCO2)c2ccccc12 (centres undefined)
 : 0.976	-4.0	15.8	29.1	8.7	-20.8	1.21	3.0	2.4
48	CN1CCN(CCCNC(=O)c2nnc(Cc3c(F)cccc3Cl)o2)CC1
 : 0.941	-9.1	-3.8	9.2	-2.2	3.9	0.961	-6.9	5.9
49	NC(=O)c1nsc(C(=O)N(Cc2cccnc2)C(C(=O)NC2CCCC2)c2ccc(F)cc2)c1N (centres undefined)
 : 0.99	-4.4	22.4	-11.4	3.2	19.7	0.803	1.8	1.0
50	CN(C)c1ccc(NC(=O)Cn2c(=O)n(Cc3ccccc3)c(=O)c3ccccc32)cc1
 : 1.04	-0.5	7.4	-7.0	11.9	-8.9	1.09	-25.2	-4.2
51	CCC1=C(OC(=O)N(CC)CC)N2C(=O)OC(=NCC3CC3)[C@]2(C)[C@H]2C1=CC[C@H]1C(=O)N(CC(=O)OC)C(=O)[C@H]12
 : 1.03	-10.8	10.4	18.0	7.2	5.4	0.946	18.0	-3.1
52	O=S(=O)(Cc1ccc(Cl)cc1)NCC1CCCO1 (centres undefined)
 : 1.1	2.2	9.1	-31.7	-7.1	0.8	0.992	-11.1	-10.0
53	Cc1onc(-c2ccccc2)c1-c1n[nH]c(=S)n1-c1ccccc1Cl
 : 0.934	-7.0	3.8	18.2	-2.1	-0.6	1.01	0.9	6.6
54	COc1ccc(/C=N/n2cncn2)cc1Cn1cc([N+](=O)[O-])cn1
 : 1.06	-7.3	18.2	11.3	-3.1	-16.1	1.16	-4.6	-5.7
55	COC(=O)c1sc(N)c(C(=O)OC)c1COC(=O)CNS(=O)(=O)c1ccc(C)cc1
 : 0.989	-2.0	-6.7	13.2	-4.8	1.0	0.99	7.5	1.1
56	O=c1[nH]c(C2CCN(S(=O)(=O)Cc3ccccc3)CC2)nc2c1nnn2Cc1cccc(Cl)c1
 : 0.956	-11.7	7.8	8.0	20.4	6.2	0.938	2.2	4.4
57	c1ccc(-c2ccccc2OCCCN2CCOCC2)cc1
 : 1.08	-8.6	9.3	19.1	-1.2	-12.0	1.12	-0.6	-7.7
58	Cc1cc(C)c(NC(=O)COC(=O)/C=C/c2cccc(C(F)(F)F)c2)c(C)c1
 : 0.907	-5.0	5.4	11.0	4.1	21.0	0.79	6.4	9.3
